14-3-3 PPI: alters human 14-3-3 gamma binding to Raf peptide | inhibition, % at 40 µM | FP, 14-3-3gamma / TMR-pS259-Raf peptide binding | 160,000 tested, 0.19% active; in the data active = inhibition above about 30%;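 also: 0% = protein plus tracer without compound and 100% = blank with tracer alone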
Target sequence (P61981 whole entry, looked up): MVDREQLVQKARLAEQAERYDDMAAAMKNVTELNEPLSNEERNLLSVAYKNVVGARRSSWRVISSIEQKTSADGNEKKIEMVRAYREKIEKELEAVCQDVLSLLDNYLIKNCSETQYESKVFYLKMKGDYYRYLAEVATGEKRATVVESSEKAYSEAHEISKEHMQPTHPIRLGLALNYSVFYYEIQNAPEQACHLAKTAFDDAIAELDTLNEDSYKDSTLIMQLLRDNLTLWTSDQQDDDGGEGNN
Starred values were filed as active, the others as inactive; & = joins results of further samples. Only part of the results is shown; rates above refer to the full screens.

SMILES | 14-3-3 PPI
O=C1c2ccccc2C(=O)c2c(Br)ccc(O)c21 | -5.2
O=C(O)c1ccccc1-c1ccccc1C(=O)NCc1ccco1 | -3.3
Cc1cccc(NC(=O)CSc2nnnn2C)c1C | 9.1
Cc1nc2sc(C(=O)N3CCCC3)c(C)c2c(=O)[nH]1 | -1.7
CC1CCN(S(=O)(=O)c2ccc3ncn(CC(=O)N4CCC(C(N)=O)CC4)c(=O)c3c2)CC1 | -6.4
CN(C)S(=O)(=O)c1ccc(C(=O)Nc2ccc(Cl)cc2)cc1 | -5.0
O=C(NCCN1CCC(Cc2ccccc2)CC1)c1ccc2c(c1)ncn2C1CCCCC1 | -19.8
CC1=C(C(=O)OCCc2ccccc2)C(c2ccc([N+](=O)[O-])cc2)NC(=O)N1C (stereo unspecified) | -4.0
Cc1ccc2nc(-c3ccc(Br)cc3)cc(C(=O)Nc3ccccc3)c2c1 | 0.2
COc1ccc(-c2nn3c(C4CCCCC4)nnc3s2)cc1OC | 5.4
CC(C)c1ccccc1NC(=O)c1cccc(Cl)c1 | -22.3
COc1cc(CNc2ccccc2)cc(OC)c1OC | -10.1
O=C(CNS(=O)(=O)c1ccc(Br)s1)NC1CCCCC1 | -8.3
CCOc1ccc(NC(=O)c2c(N)sc(-c3ccccc3)c2C)cc1 | -9.3
CC(=O)Nc1cccc(N2C(=O)C3C4c5ccccc5C(c5ccccc54)C3C2=O)c1 (stereo unspecified) | 2.1
O=C(Nc1ccc(O)c(-c2nc3ccccc3o2)c1)c1cccc(F)c1 | -88.4
CCCNC(=O)c1nn2c(C(F)(F)F)cc(-c3ccco3)nc2c1Br | -24.7
COc1cc(NC(=O)c2cccc(Br)c2)nc(OC)n1 | -2.0
O=C(NCCc1ccccc1)c1ccc(CS(=O)(=O)Cc2ccccc2F)o1 | -15.0
COc1ccc(OC)c(NC(=O)c2cc3ccccc3cc2OC)c1 | 2.3
CN1CCN(C(=O)c2cnn3c(C(F)(F)F)cc(-c4ccc(Br)cc4)nc23)CC1 | -1.9
COC(=O)CSCC(=O)N1N=C(c2ccc(Br)cc2)CC1c1ccc(OC)cc1 (stereo unspecified) | 1.0
CSc1nnc2c(n1)OC(C)(C)Nc1ccc(Br)cc1-2 | -19.2
COC(=O)c1cc(-c2cc(OC)c(OC)c(OC)c2)no1 | -8.3
Cc1cc2nc(C3CCN(Cc4nnnn4Cc4cccs4)CC3)[nH]c2cc1C | -11.9

Laid out differently: results already given.
| smiles | 14-3-3 PPI |
| --- | --- |
| O=C(O)c1ccccc1-c1ccccc1C(=O)NCc1ccco1 | -3.3 |
| COc1ccc(OC)c(NC(=O)c2cc3ccccc3cc2OC)c1 | 2.3 |
| CN1CCN(C(=O)c2cnn3c(C(F)(F)F)cc(-c4ccc(Br)cc4)nc23)CC1 | -1.9 |
| Cc1cc2nc(C3CCN(Cc4nnnn4Cc4cccs4)CC3)[nH]c2cc1C | -11.9 |
| Cc1cccc(NC(=O)CSc2nnnn2C)c1C | 9.1 |
| O=C(CNS(=O)(=O)c1ccc(Br)s1)NC1CCCCC1 | -8.3 |
| CCOc1ccc(NC(=O)c2c(N)sc(-c3ccccc3)c2C)cc1 | -9.3 |

The listing picks up; the two compounds before the break are reprinted first.
SMILES | 14-3-3 PPI
COC(=O)c1cc(-c2cc(OC)c(OC)c(OC)c2)no1 | -8.3
Cc1cc2nc(C3CCN(Cc4nnnn4Cc4cccs4)CC3)[nH]c2cc1C | -11.9
CCN(CC)C(=O)c1cn(CC(C)C)c(=O)c2c1c1ccccc1n2C | -4.3
CC(C)CCNC(=O)c1cc(=O)[nH]c2ccccc12 | -2.4
CCOc1ccc(NC(=O)C2CCN(C(=O)c3ccccc3Cl)CC2)cc1 | -1.3
COCCCNC(=O)COc1ccc2c(c1)C(=O)CC(C)(C)O2 | 4.5
COC(=O)c1ccc(C(=O)Nc2ccc(O)c(-c3nc4ccccc4o3)c2)cc1 | -122.1
Cc1onc(-c2ccccc2)c1C(=O)N1CC(C)OC(C)C1 (stereo unspecified) | -0.9&-6.2
Cc1c(C(=O)Nc2cccc([N+](=O)[O-])c2)sc2ncn(Cc3ccccc3Cl)c(=O)c12 | -4.2
COc1ccc(Cc2nnc(SCC(=O)Nc3nc(-c4ccccc4)c(C)s3)o2)cc1 | -5.6
CC1(C)CC(=O)C(C=Nc2ccc3cn[nH]c3c2)=C(O)C1 | -1.2
COc1ccccc1N1CCN(C(=O)c2cc3n(n2)C(C(F)(F)F)CC(c2ccc(Cl)cc2)N3)CC1 (stereo unspecified) | -3.9
O=[N+]([O-])c1ccc(C(O)CSc2ncnc3nc[nH]c23)cc1 (stereo unspecified) | -5.6
COc1ccc(OCC(=O)N2CCN(C(=O)CC(C)C)CC2)cc1 | -6.0
Cc1cc(NC(=O)CSc2nc3c(c(=O)n2-c2ccc(Br)cc2)SCC3)no1 | -9.3
CCCCC(CC)CNC(=O)C1CCCN(S(=O)(=O)c2cnc[nH]2)C1 (stereo unspecified) | 5.7
COc1ccc(NC(=O)CN(c2ccc(C(C)C)cc2)S(=O)(=O)c2c(C)noc2C)cc1OC | 6.7
O=C(OCC(CO)OC(CO)n1ccc(=O)[nH]c1=O)c1ccccc1 (stereo unspecified) | -4.3
O=C(CSc1nc2cc(Cl)ccc2o1)c1cccs1 | -3.4
O=C(CCN1C(=O)c2ccccc2C1=O)N1CCC(c2ccccc2)C1 (stereo unspecified) | -7.5
COCCNC(=O)c1cc2c(n(-c3ccc(Cl)cc3)c1=O)CC(C)(C)CC2=O | -4.2
CCC1CCCCN1S(=O)(=O)c1ccc2[nH]c(=O)cc(C(=O)NC3CCCC(C)C3C)c2c1 (stereo unspecified) | -10.8
Cc1ccc(COc2ccc3oc(C)c(C(=O)OC(C)C)c3c2)cc1 | -1.2
CCC(C)NC(=O)c1cnn2c(C(F)(F)F)cc(-c3cccs3)nc12 (stereo unspecified) | -2.6
Cc1ccc(NC(=O)CN2C(=O)C3C4C=CC(C4)C3C2=O)cc1 (stereo unspecified) | -1.3
Cc1ccc(-c2nc3ncccc3o2)cc1NC(=O)c1ccccc1Cl | -28.1
CCCOC(=O)C1=C(C)NC2=C(C(=O)CC(c3ccccc3OC)C2)C1c1cccc(O)c1 (stereo unspecified) | -5.3
Following part
SMILES | 14-3-3 PPI
Cc1ccc(CNC(=O)CS(=O)Cc2nc(-c3cccs3)oc2C)cc1 (stereo unspecified) | -12.2
CCCCc1nc2sc3c(N4CCOCC4)ncnc3c2c2c1COC(C)(C)C2 | -8.2
O=C(Nc1ccc(Br)cc1F)C1CCCN(S(=O)(=O)c2cnc[nH]2)C1 (stereo unspecified) | 7.4
Cc1ccccc1OCCCC(=O)Nc1ccc(N2CCOCC2)cc1 | -14.5
O=C1CCCc2nn(-c3ccccc3)c(-c3ccncc3)c21 | -10.1&0.1
CCc1cc(=O)oc2c(C)c(OCC(=O)OC(C)C)ccc12 | -4.9
CCCc1nnc(NC(=O)c2c(O)c3cccc4c3n(c2=O)CC4)s1 | -6.0
COC(=O)c1ccccc1NC(=O)C1c2ccccc2C(=O)N(C2CCCCC2)C1c1ccc(OC)cc1 (stereo unspecified) | -3.3
CC1CC2(C)CC(C)C1(CO)CO2 (stereo unspecified) | -3.2
Cc1cc(C)n(-c2ccc3cccc(N)c3n2)n1 | -41.0
Cc1ccccc1N1C(=O)c2ccc(C(=O)Nc3cccc([N+](=O)[O-])c3)cc2C1=O | 1.3
CCc1ccc2oc(-c3ccc(C)c(NC(=O)Cc4ccccc4)c3)nc2c1 | -16.4
Cc1ccc(NC(=O)CSc2nnc(-c3cccnc3)n2C)c(C)c1 | 0.1
CC(C)(C)CC(C)(C)NC(=O)CSc1nnc(-c2ccco2)n1-c1ccccc1 | -4.6
CN(C)S(=O)(=O)c1ccc(C(=O)NCCSc2c(-c3ccccc3)[nH]c3ccccc23)cc1 | -9.5
CCOC(=O)c1[nH]c2ccccc2c1NC(=O)c1cc(OC)c(OC)c(OC)c1 | -6.6
COc1ccc(C2C(C(=O)Nc3ccc(C(C)C)cc3)CCC(=O)N2c2ccc(OC)cc2)cc1 (stereo unspecified) | -3.5
COc1cc(C(c2sc3ncnn3c2O)N2CCN(c3ccccc3F)CC2)cc(OC)c1OC (stereo unspecified) | -0.9
CC1(C)Cc2c(sc(NC(=O)c3ccc(F)cc3)c2C#N)C(C)(C)N1 | 3.4
O=C(Nc1c2c(nn1-c1cccc(Cl)c1)CSC2)C1CC1 | -6.0
COc1ccc(C23CC4CC(CC(C4)C2)C3)cc1[N+](=O)[O-] | 1.3
C=CCN1C(=O)CS/C1=C(\C#N)S(=O)(=O)c1ccc(C)cc1 | -86.4
COc1ccc(NS(=O)(=O)c2ccc(OC)c(OC)c2)cc1 | -1.4
COc1ccc2c(c1)OC(c1ccc(Br)cc1)C1=C2Nc2ncnn2C1c1ccc(F)cc1 (stereo unspecified) | -0.7
Cc1ccc(C(=O)N2CCCC(c3nc4c(nnn4Cc4ccccc4)c(=O)[nH]3)C2)cc1 (stereo unspecified) | -2.2

Random excerpt: 2 compounds from above, in no set order.
SMILES | 14-3-3 PPI
COC(=O)c1ccccc1NC(=O)C1c2ccccc2C(=O)N(C2CCCCC2)C1c1ccc(OC)cc1 (stereo unspecified) | -3.3
C=CCN1C(=O)CS/C1=C(\C#N)S(=O)(=O)c1ccc(C)cc1 | -86.4

Following part:
SMILES | 14-3-3 PPI
CCOc1ccc(-c2nc(CSCC(=O)NCCN3CCOCC3)c(C)o2)cc1 | -1.7
CCOC(=O)CNC(=O)c1cc(C(=O)OC)cc([N+](=O)[O-])c1 | -3.3
CSc1cccc(-n2cc(-c3ccc4c(c3)OCO4)[nH]c2=O)c1 | -16.3
O/N=C1\CCc2cc(Cl)ccc21 | -5.9
Cc1nc(NCCN2CCOCC2)c2nnn(Cc3c(F)cccc3Cl)c2n1 | -5.5
CCOC(=O)c1cn(CC)c2cc(N3CCCCC3)c(F)cc2c1=O | -2.2&2.0
CSCCOC(=O)C1=C(C)NC(=O)NC1c1ccc(C)cc1 (stereo unspecified) | -0.8
COc1ccc(C(=O)Nc2ccc3oc4ccc(NC(=O)c5ccc(OC)cc5)cc4c(=O)c3c2)cc1 | -1.7
CCCCOc1ccc(C(=O)OCC(=O)c2ccc([N+](=O)[O-])cc2)cc1 | 1.1
Cc1cc(C)c(NC(=O)C2CC(=O)N(c3ccc(Cl)cc3)C2)c(C)c1 (stereo unspecified) | -4.1
COc1cc2c(=O)n(Cc3ccccc3)c(=O)n(CC(=O)N3CCCc4ccccc43)c2cc1OC | -3.3
CC(C)(CNCC(O)c1ccccc1)N1CCOCC1 (stereo unspecified) | -0.6
COc1ccc(C)cc1NC(=O)CCn1c(=S)oc2ccccc21 | 1.1
Cc1cccc(N2CCN(C(=O)C34CC5CC(CC(C5)C3)C4)CC2)c1C | -4.7
Cc1cc(C)nc(SCC2COc3ccccc3O2)n1 (stereo unspecified) | 1.4
CCOC(=O)c1sc2ncnc(Nc3cnc4ccccc4c3)c2c1C | 3.5
O=C(Nc1ccccc1C1CC1)c1cccs1 | -6.5
CC12c3ccccc3C(c3ccccc31)C1C(=O)N(c3cc([N+](=O)[O-])ccc3Cl)C(=O)C12 (stereo unspecified) | -13.1
O=C(Nc1ccc2c(c1)OCO2)C1CCN(S(=O)(=O)Cc2ccccc2)CC1 | -15.3
Cc1ccc(C(=O)Nc2ccc3c(c2)nc(C)n3Cc2ccccc2)cc1 | 1.6
COc1cc(Cl)c(C)cc1N1C(=O)CN(Cc2sccc2C)C1=S | 2.9
COc1ccccc1OC(=O)c1cccc(N2C(=O)C3C4C=CC(C4)C3C2=O)c1 (stereo unspecified) | -5.2
COc1cccc(C2CC(c3cccs3)=NN2C(=O)CSC2CCCCC2)c1OC (stereo unspecified) | -6.7
O=C1CSC(c2cc3c(cc2[N+](=O)[O-])OCO3)N1c1ccc(F)cc1 (stereo unspecified) | -1.1
O=c1oc2ccccc2c(N2CCCCC2)c1CN1CCCC1 | -2.0
(more compounds)
SMILES | 14-3-3 PPI
CC(NC(=O)C1CCCN(S(=O)(=O)c2cccs2)C1)c1ccccc1 (stereo unspecified) | -2.6&-0.8
CCN(CC)CCN1C(=O)C(=O)/C(=C(/O)c2ccc(F)cc2)C1c1ccncc1 (stereo unspecified) | 7.1
O=C(CSc1nc2ccc(NC(=O)c3cccc4ccccc34)cc2s1)Nc1ccccc1F | -6.5
Cc1ccc(N)c(C(=O)C(=O)O)c1Br | -4.5
COCCN(C(=O)Nc1ccccc1)C(C)c1cccnc1 (stereo unspecified) | 2.7&-1.1
CCC(C)OC(=O)C(C)Oc1ccc2c3c(c(=O)oc2c1C)CCC3 (stereo unspecified) | -0.8
Cc1ccc(N2CC(C(=O)OCc3ccccc3)CC2=O)cc1 (stereo unspecified) | -0.1
CCc1nc(C)cn1S(=O)(=O)c1cc(Br)c(C)cc1OC | 4.9
N#CCCN1CCN(S(=O)(=O)c2ccc(S(=O)(=O)N3CCCCCC3)cc2)CC1 | 0.2
O=C(NC1CCCC1)c1ccc2c(=O)n(CCC3=CCCCC3)c(=O)[nH]c2c1 | 0.0
O=C(Nc1ccccc1Cl)c1cc(S(=O)(=O)N2CC3CC(C2)c2cccc(=O)n2C3)ccc1F (stereo unspecified) | 1.4
Cc1ccc(C(C)C)c(OCC(=O)Nc2ccc(-c3nc4ncccc4o3)cc2)c1 | -10.7
COc1ccc(S(=O)(=O)N2CCN(CCO)CC2)cc1-c1nnc2c3ccccc3c(C)nn12 | -3.6
Cc1cc(C)nc(N2CCC(C(=O)Nc3nnc(C)s3)CC2)n1 | 0.0
COC(=O)C(O)(c1ccc(O)cc1)C(F)(F)F (stereo unspecified) | -2.9
COC(=O)C1=CNC=C(C(=O)OC)C1c1ccc(C(=O)OC)cc1 | -7.1&-3.4
COc1cc(OC)cc(C(=O)NCCc2cc3c(OC)ccc(OC)c3[nH]c2=O)c1 | -8.3
C=CCNC(=O)c1cccn2c(=O)c3ccc(Cl)cc3nc12 | -3.3
CC(=O)c1ccc(NC(=O)Cn2c(=O)n(Cc3ccc4c(c3)OCO4)c(=O)c3ccccc32)cc1 | -44.7
CCC(=O)N1CCc2cc(Br)cc(S(=O)(=O)NC(C)C)c21 | -10.0
COc1ccc(CNC(=O)c2ccccc2SC)cc1 | 2.6
Cc1ccc(S(=O)(=O)NC(=O)NC(C)(C)C)cc1 | -1.0
CS(=O)(=O)N1CCCC(C(=O)NCC2CCCO2)C1 (stereo unspecified) | -1.5
COc1ccccc1C(=O)Nc1nc2ccc(C)cc2s1 | 2.9
COC(=O)c1cc(CSc2nnc(-c3ccccc3)c(-c3ccccc3)n2)oc1C | -1.8
COc1ccccc1-c1nc2c3c(-c4ccccc4)c(-c4ccccc4)oc3ncn2n1 | -1.1

From PubChem BioAssay
